Mac1 fbg inh: inhibitors of human CD11b/CD18 binding to fibrinogen. P05107+P11215. K562 CD11b/CD18 adhesion to fibrinogen, ATPlite luminescence; Mn2+ added to activate the integrin. inhibition, % at 10 µM. actives 0.54% (n = 93,000);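 active = primary inhibition of 50% or more at 10 µM, then 40% or more on retest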; note: some results filed as inactive read as strong as hits
Target sequence (P05107 whole entry, looked up, other chains not shown): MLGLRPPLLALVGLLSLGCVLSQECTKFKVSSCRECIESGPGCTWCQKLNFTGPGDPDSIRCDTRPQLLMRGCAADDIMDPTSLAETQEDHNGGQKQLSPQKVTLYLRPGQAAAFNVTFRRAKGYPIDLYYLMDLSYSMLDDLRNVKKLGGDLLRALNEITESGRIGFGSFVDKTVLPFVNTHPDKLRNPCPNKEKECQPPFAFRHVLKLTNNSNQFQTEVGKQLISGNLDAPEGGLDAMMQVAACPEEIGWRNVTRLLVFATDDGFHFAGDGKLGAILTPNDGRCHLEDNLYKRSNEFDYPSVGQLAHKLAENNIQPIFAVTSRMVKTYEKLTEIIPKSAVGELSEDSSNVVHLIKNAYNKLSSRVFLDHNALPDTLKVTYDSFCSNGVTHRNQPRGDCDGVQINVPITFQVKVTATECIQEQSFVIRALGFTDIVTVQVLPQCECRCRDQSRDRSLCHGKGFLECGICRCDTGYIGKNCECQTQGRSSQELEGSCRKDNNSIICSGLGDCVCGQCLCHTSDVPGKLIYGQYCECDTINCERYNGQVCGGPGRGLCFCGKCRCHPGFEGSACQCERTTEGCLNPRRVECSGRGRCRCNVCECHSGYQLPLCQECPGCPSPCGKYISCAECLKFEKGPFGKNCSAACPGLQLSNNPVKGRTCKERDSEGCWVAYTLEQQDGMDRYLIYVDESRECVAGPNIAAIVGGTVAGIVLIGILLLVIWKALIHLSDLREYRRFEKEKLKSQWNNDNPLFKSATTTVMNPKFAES
sEH inh: inhibitors of human soluble epoxide hydrolase. P34913. recombinant human sEH enzymatic activity assay. inhibition, % at 2 µM. actives 0.34% (n = 91,000). AID 707; in the data active = inhibition above about 80%; note: values of inactives mirror those of a sister screen read the other way; many of its hits are not listed in these tables
Ecoli WT expand: blocks growth of wild type E. coli BW25113. OD600 absorbance. growth inhibition, % at 100 µM. actives 0.15% (n = 98,000). AID 710;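 active = growth inhibition above about 50% at one test dose, limit read from the data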;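 note: growth measured after 20 h incubation at 37 °C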
PostGolgi yeast: growth inhibition of a yeast mutant, post-Golgi transport screen; inhibition, % at 10 µM; actives 0.9% (n = 98,000); AID 739; post-Golgi transport phenotypic cell assay;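 note: yeast cells grown in 1536-well plates; yeast grown about 18 h at 30C before absorbance read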
PostGolgi ctrl: growth of the yeast control strain, post-Golgi counter-screen; efflux-deficient yeast background strain, growth absorbance A615, 16 h; inhibition, % at 10 µM; actives 5% (n = 98,000)
sEH activator: activators of human soluble epoxide hydrolase. P34913. AID 717. actives 0.04% (n = 91,000). activation, % at 2 µM. purified human sEH enzymatic activity, activator screen; in the data active = activation above about 37%; note: values of inactives mirror those of a sister screen read the other way
S1P2 agonist: activates the human S1P2 receptor; O95136; S1P2-expressing cell line, agonist reporter read-out; activation, % at 4.5 µM; actives 0.46% (n = 97,000); AID 729; in the data active = activation above about 16%;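 note: 0% = vehicle low control and 100% = maximal reference agonist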
Target sequence (O95136 whole entry, looked up): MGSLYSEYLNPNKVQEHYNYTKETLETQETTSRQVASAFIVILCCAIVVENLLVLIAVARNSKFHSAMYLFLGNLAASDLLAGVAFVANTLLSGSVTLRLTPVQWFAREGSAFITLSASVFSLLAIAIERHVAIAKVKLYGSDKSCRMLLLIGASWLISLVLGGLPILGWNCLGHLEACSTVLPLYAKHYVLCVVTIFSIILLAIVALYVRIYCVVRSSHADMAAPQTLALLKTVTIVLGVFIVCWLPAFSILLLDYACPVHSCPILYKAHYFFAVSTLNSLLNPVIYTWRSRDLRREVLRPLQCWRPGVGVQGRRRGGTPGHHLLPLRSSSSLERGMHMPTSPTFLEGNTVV
PLAP activator: activators of human placental alkaline phosphatase; purified PLAP enzyme, luminescent substrate read-out; stronger effect = higher value; activation fold at 20 µM; actives 1.2% (n = 96,000); in the data active = activation fold above about 2
S1P2 blocker: S1P2 (human) receptor antagonism; cell-based S1P2 antagonist assay, inhibition at 5 uM; AID 736; inhibition, % at 5 µM; actives 0.21% (n = 97,000); O95136; in the data active = inhibition above about 45%;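 note: CRE beta-lactamase reporter cells expressing human S1P2 stimulated with S1P; 0% = agonist at EC80 alone and 100% = agonist plus reference antagonist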
* = called active by the depositor; x = no result given. Cut-off read from the data, not from the text of the source, unless noted: active = inhibition above about 30%; inactive = the rest. An unsorted share of the library. Share with any hit: about 7.1%.

SMILES	Mac1 fbg inh	sEH inh	Ecoli WT expand	PostGolgi yeast	PostGolgi ctrl	sEH activator	S1P2 agonist	PLAP activator	S1P2 blocker
COc1cccc(C2CC(C(F)(F)F)n3ncc(C(=O)O)c3N2)c1 (stereo not drawn)	-2	x	-1	5	5	x	x	0.9	x
C=CCn1c(CCNC(=O)c2cccs2)nnc1SCC(=O)c1ccc(Br)cc1	-30	22	10	-9	18	-22	-5	1.1	-10
CCN(CC)CCNC(=O)C12CC3CC(C)(CC(C)(C3)C1)C2	-5	-6	-6	-3	10	6	-3	2.1*	11
Cc1cc(C)cc(OCC(=O)NCC2CCCO2)c1 (stereo not drawn)	x	3	-12	14	-6	-3	-3	1	-4
C=CCNc1oc(-c2cccc3ccccc23)nc1C#N	-26	-18	-5	2	8	18	3	0.8	-17
CC(=O)N(C)C1(c2nnnn2CCOC(=O)Nc2ccc(Cl)cc2)CCCCC1	-33	11	2	2	1	-11	-10	0.8	4
CCc1ccc(OCc2ccc(C(=O)NCc3ccccn3)o2)cc1	-14	x	11	-2	5	x	x	1.5	x
Cc1ccccc1C(=O)NC(NCc1ccco1)C(Cl)(Cl)Cl (stereo not drawn)	-2	3	0	0	2	-1	-9	0.9	6
CC1CC(C)CN(S(=O)(=O)c2ccc(C(=O)N3CCN(c4ccccc4)CC3)cc2)C1 (stereo not drawn)	9	x	-9	-4	15	x	-4	1.6	6
COc1ccc(C2=CC(c3ccc(F)cc3)n3nnnc3N2)cc1 (stereo not drawn)	29	x	-4	0	10	x	x	0.9	x
CN(C)c1ccc(/C=C(/NC(=O)c2ccccc2)C(=O)N/N=C/c2ccc([N+](=O)[O-])c(O)c2)cc1	13	-11	-10	21	8	8	-8	0.8	9
O=C(CC1NCCNC1=O)Nc1ccc2c(c1)OCO2 (stereo not drawn)	-9	1	9	-1	11	-2	-3	1	13
C=CCNc1nc(C)c(C(C)=O)cc1C#N	-7	10	7	-9	6	-9	-3	0.9	-16
Cc1ccc(-n2c(Cc3cccn3C)nnc2SCC(=O)Nc2nnc(C)s2)cc1	-4	x	1	13	-2	x	-5	1.2	9
CCCn1nnc(NC(=O)c2ccccc2Cl)n1	1	-23	10	7	-6	23	-3	1	-5
O=C(O)COc1ccc(Br)cc1/C=C1/SC(=O)N(CC(=O)N2CCCC2)C1=O	15	0	2	14	3	2	-6	x	7
O/N=C/c1ccccc1Oc1ccccc1	-25	1	13	2	11	1	-6	1	22
Cc1ccc(SC(=O)COc2ccccc2C)cc1	-25	10	-6	0	-4	-10	-6	0.9	-11
O=C(OCC#CCSc1nnc(-c2ccc([N+](=O)[O-])cc2)o1)c1cccs1	72	-6	-7	3	6	2	-3	0.8	-4
O=C(OCCN=C1NS(=O)(=O)c2ccccc21)C1CC(=O)N(c2ccc3ccccc3c2)C1 (stereo not drawn)	-4	2	3	-5	-8	-3	-1	0.9	-3
CC(C)Cn1cc(C(=O)NCCCN2CCCC2=O)c2c3ccccc3n(C)c2c1=O	-16	x	5	5	15	x	x	1.2	x
CCOc1ccccc1NC(=O)C(CC(C)C)NC(=O)C1CCC(C)CC1 (stereo not drawn)	24	2	5	11	12	-4	-4	1.3	-23
CC(C)(C)c1[nH]nc2c1C(Cc1ccccc1)C(C#N)=C(N)O2 (stereo not drawn)	x	5	10	-7	40*	-4	-3	1.7	3
COCCn1c(Sc2nc(C)cs2)nc2c1c(=O)[nH]c(=O)n2C	-6	-16	-2	1	16	16	-5	0.9	1
CCOC(=O)Nc1ccc([N+](=O)[O-])cc1OC	x	-11	x	x	x	14	-1	x	-25
CCn1c(C)nc2cc(-c3nc4n(n3)Cc3ccccc3-4)ccc21	98*	x	1	1	11	x	x	1.4	x
O=C(N/N=C/c1ccc(F)cc1)c1sccc1OCc1ccc(F)cc1	20	0	2	6	34*	-1	-3	0.9	1
CC(=O)NC(Cc1ccc(F)cc1)C(=O)N1CCN(C(=O)NCc2ccccc2)CC1 (stereo not drawn)	x	8	-12	-4	0	-10	-5	x	-2
CCNC(=S)NNC(=O)c1cccn(Cc2ccc(Cl)cc2Cl)c1=O	x	1	1	-6	-10	2	-2	1.7	16
Cc1c(O)cc2n(c1=O)-c1ccccc1C2(C)C	x	-10	x	x	x	13	-5	x	0
CCNC(=O)CCS(=O)(=O)c1ccc2ccccc2c1	x	-1	x	x	x	5	-4	x	18
CCOc1ccc(S(=O)(=O)NCCSc2ccccc2)cc1	-14	-23	3	-2	20	18	-2	0.4	-5
Cc1ccc(Oc2ccc(S(=O)(=O)N3CCOCC3)cc2C(N)=O)c(-n2nc3ccccc3n2)c1	-12	-15	-1	2	8	13	1	0.9	18
CCNC(=S)NNC(=O)c1cc(CC(C)C)nc2ccccc12	x	-8	3	-5	6	9	-6	2.3*	-1
Cc1cc(NC(=O)CSc2nc3c(sc4ccccc43)c(=O)n2CCc2ccccc2)n[nH]1	-10	-4	-4	-7	14	1	-2	1.2	15
Cc1nnc(NC2=NCCCCC2)o1	-2	x	-4	7	16	x	0	1	22
COc1ccccc1/C=N/Nc1nccnc1Cl	-6	-10	-5	0	5	13	-6	1	2
Cc1cc(OCn2ccc(C(=O)O)n2)ccc1Cl	7	3	-7	0	8	-2	-11	1.2	-6
COc1cccc(NC=C2C(=O)OC(C)(C)OC2=O)c1	-2	x	-4	4	6	x	x	1	x
Oc1c(Cl)cc(Cl)cc1C=Nc1ccc2c(c1)OCCO2	-8	-6	40	0	9	4	-4	0.8	13
O=S(=O)(NC1CCCCC1)c1ccc(Br)cc1	-4	x	-4	-4	32*	x	x	0.9	x
Nc1nnc(SCC(=O)c2ccco2)s1	x	7	10	0	21	-3	-11	0.9	11
CCn1ncc(Br)c1C(=O)NC(C)c1ccccc1 (stereo not drawn)	x	5	x	x	x	-4	-5	x	2
CCNS(=O)(=O)c1ccc(NC(=O)Cc2ccc(F)cc2)cc1	2	10	15	-2	2	-11	0	0.8	20
CCCCNC(=O)Nc1ccccc1C(=O)NCCC	x	4	x	x	x	-1	-7	x	5
CCCCCCCCc1nnc(NC(=O)c2ccco2)s1	5	0	-24	-4	-2	2	-4	1.2	-5
COC(=O)/C=c1\sc2n(c1=O)C(C)=CC(C)(C)N=2	3	x	-3	3	3	x	-4	1.3	6
O=c1oc(-c2cccc(S(=O)(=O)N3CCOCC3)c2)nc2ccccc12	4	x	-3	-8	-5	x	x	1.2	x
Nc1ccc(Cl)c(-c2nc3ncccc3o2)c1	10	-2	12	-7	-5	4	-10	1	12
Cc1ccc(-n2c([O-])nc(-[n+]3ccccc3)c2C=O)cc1	x	-2	-1	-5	9	4	0	x	18

Next section:
SMILES	Mac1 fbg inh	sEH inh	Ecoli WT expand	PostGolgi yeast	PostGolgi ctrl	sEH activator	S1P2 agonist	PLAP activator	S1P2 blocker
CC1CCC(NC(=O)CC2Oc3ccccc3NC2=O)CC1 (stereo not drawn)	-5	16	-5	9	1	-13	-3	1	-3
COc1cc(CNCc2cccs2)ccc1OCC(N)=O	x	-7	1	13	4	4	-4	0.8	11
Cc1ccc(C(=O)c2nocc2C(=O)c2cccs2)cc1	9	15	10	-12	16	-16	-7	1.1	12
CCN(CC)S(=O)(=O)c1ccc(N(C)Cc2ccc(C(F)(F)F)cc2)nc1	87	-6	-2	5	17	6	-4	1.3	15
CCOC(=O)/C=c1\s/c(=C\c2c(OCC)ccc3ccccc23)c(=O)n1CC(=O)NCC1CCCO1 (stereo not drawn)	-7	-13	-10	0	11	13	-3	1.4	2
CCn1c(Cc2cccs2)nnc1SCC(=O)c1ccc(C)cc1	2	6	-2	-10	-10	-7	-8	1.5	2
COc1ccc(C2CC(=O)c3cnc(N)nc3C2)c(OC)c1 (stereo not drawn)	6	-7	-1	-3	18	5	0	0.9	11
O=C(CSc1nc(-c2ccccc2)cc(=O)[nH]1)NCc1ccc2c(c1)OCO2	-33	x	-1	1	-3	x	-4	0.9	3
Cc1nnc(NC(=O)CSc2ncnc3c2cnn3-c2ccccc2C)s1	x	5	-4	-7	4	-3	-5	0.8	15
Cc1cc2n(c1)CCn1c(C)ccc1-2	-16	-2	0	-2	-1	3	-2	1.7	16

Shown as a hit in Mac1 fbg inh, of those listed so far:
Molecule,Mac1 fbg inh,sEH inh,sEH activator,S1P2 agonist,PLAP activator,S1P2 blocker
CCn1c(C)nc2cc(-c3nc4n(n3)Cc3ccccc3-4)ccc21,98*,x,x,x,1.4,x

Next section.
SMILES	Mac1 fbg inh	sEH inh	Ecoli WT expand	PostGolgi yeast	PostGolgi ctrl	sEH activator	S1P2 agonist	PLAP activator	S1P2 blocker
Cc1ccc(C2C(C#N)=C(N)N(c3ncn[nH]3)C3=C2C(=O)CC(C)(C)C3)cc1 (stereo not drawn)	3	-13	-8	11	2	11	-2	1.5	-18
O=C(OCCN1CCCCC1)c1ccccc1Cl	-23	-18	5	3	6	17	-4	1.2	3
O=C(CSc1n[nH]c(-c2ccco2)n1)Nc1sc2c(c1C(=O)Nc1ccccc1)CCCC2	37	-3	-8	6	2	6	-3	1.3	-15
COc1ccc(-c2nnc(SCc3nnc(-c4ccccc4)o3)n2C)cc1OC	-3	8	4	-5	10	-10	-2	1.3	-10
COC(=O)c1c(/N=C/NOCc2ccc(Cl)cc2)sc2c1CCN(c1ncc(C(F)(F)F)cc1Cl)C2	-28	6	-2	-7	0	-7	-5	1	16
Cc1ccn2c(C(=O)CSc3ccccc3Cl)c(C)nc2c1	-4	-9	2	-8	17	12	-5	0.8	1
CC12CC(c3ccccc3O1)N(C(=O)c1ccco1)C(=S)N2c1ccccc1 (stereo not drawn)	-19	-10	-11	2	27	6	-3	1.1	0
CCn1c2ccccc2c2cc(N)ccc21	-7	-10	8	2	11	11	-1	0.8	-2
Cc1cc(C(=O)Nc2sc(C)c(C)c2C#N)no1	4	10	-3	3	0	-8	-3	1.1	-12
COc1ccc(C2C(C(=O)Nc3ccccc3OC)=C(C)Nc3ncnn32)cc1 (stereo not drawn)	-11	x	3	-9	0	x	-4	1.1	16
COc1ccc(-n2c(SC)nnc2-c2c[nH]c3ccccc23)cc1	-10	x	-14	-4	5	x	-3	0.8	14
Cn1c(SCc2nc(-c3ccc(Cl)cc3)no2)nnc1-c1ccccc1	12	-5	4	0	8	6	-4	1	-16
O=C(NCc1ccncc1)Nc1ccc(F)cc1	-7	-18	16	3	0	16	-3	1	10
CC1(C)CC(=O)C2=C(C1)Oc1ncn(Cc3ccco3)c(=N)c1C2c1ccccc1 (stereo not drawn)	3	-10	4	2	34*	10	0	1.3	5
CCC(NC(=O)Cn1cnc2c(=O)n(C)c(=O)n(C)c21)c1ccccc1 (stereo not drawn)	x	16	-11	3	11	-19	-5	x	20
O=C(C1CC(c2ccccc2O)=NO1)N1CCCCC1 (stereo not drawn)	-12	-12	11	12	-7	14	-2	0.9	-2
Cc1cc(Nc2ccc(Cl)cc2)nc(N)n1	x	-2	32	6	-2	8	-8	0.8	-13
COc1cc(OC)cc(-c2nc3ccccc3c(=O)o2)c1	x	8	x	x	x	-5	-8	x	9
CCOC(=O)N1CCN(c2c(NCC3CCCO3)c(=O)c2=O)CC1 (stereo not drawn)	-9	4	-1	5	-2	-4	-4	0.9	0
Cc1ccc(C(=O)COC(=O)c2ccc(Br)o2)cc1C	17	x	-9	-15	7	x	-2	0.7	0
Cc1nnc2n1NC(c1ccc(Cl)cc1)C(C(=O)N(C)C1CCCCC1)S2 (stereo not drawn)	-10	10	6	22	0	-10	-3	2.2*	13
CC(C)(c1ccccc1)c1ccc(OCCn2cnc3ccccc3c2=O)cc1	46	10	-20	5	25	-10	0	1.9	-5

Molecules above containing bromine:
SMILES	Mac1 fbg inh	sEH inh	Ecoli WT expand	PostGolgi yeast	PostGolgi ctrl	sEH activator	S1P2 agonist	PLAP activator	S1P2 blocker
C=CCn1c(CCNC(=O)c2cccs2)nnc1SCC(=O)c1ccc(Br)cc1	-30	22	10	-9	18	-22	-5	1.1	-10
O=C(O)COc1ccc(Br)cc1/C=C1/SC(=O)N(CC(=O)N2CCCC2)C1=O	15	0	2	14	3	2	-6	x	7
O=S(=O)(NC1CCCCC1)c1ccc(Br)cc1	-4	x	-4	-4	32*	x	x	0.9	x
CCn1ncc(Br)c1C(=O)NC(C)c1ccccc1 (stereo not drawn)	x	5	x	x	x	-4	-5	x	2
Cc1ccc(C(=O)COC(=O)c2ccc(Br)o2)cc1C	17	x	-9	-15	7	x	-2	0.7	0

Screening data: PubChem, several laboratories
